NadD block: inhibitors of S. aureus NadD, primary screen, biochemical, colorimetric, uHTS | Nicotinate-nucleotide adenylyltransferase NadD (Staphylococcus aureus N315) | purified NadD enzyme, colorimetric absorbance read-out | 360,000 compounds, 0.78% hits | inhibition, % at 20 µM; in the data active = inhibition above about 26%; also: some compounds past the cut are filed as inactive
Rpn11 block: Rpn11 (PSMD14) deubiquitinase inhibitors, primary screen, biochemical, fluorescence polarization, uHTS | 26S proteasome non-ATPase regulatory subunit 14 (Homo sapiens), O00487 | human 26S proteasome, Ub4-pepOG fluorescence polarization; 20S core pre-blocked with epoxomicin | calls only at 20 µM | 360,000 compounds, 0.59% hits;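 active = inhibition at 20 µM, scaled to each plate's controls, above about 33%, limit read from the data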
FAS-TE inh: FAS thioesterase domain inhibitors, primary screen, biochemical, fluorescence intensity, uHTS | recombinant FAS-TE, OMFH fluorogenic substrate, fluorescence endpoint | inhibition, % at 15 µM | 360,000 compounds, 0.67% hits;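 active = compounds whose normalised, plate-corrected inhibition of enzyme fluorescence in the single-dose primary screen is 50% or more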;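 also: 0% = DMSO with enzyme and 100% = substrate without enzyme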
Rin1 Abl inh: inhibitors of Rin1-Abl protein binding, primary screen, biochemical, TR-FRET. inhibition, % at 7.35 µM. 360,000 compounds, 0.4% hits. AID 588664, 2011; in the data active = inhibition above about 5%, passing the limit was not always enough
SKN-1 inh: suppressors of acrylamide-induced Pgst-4::GFP reporter in worms, primary screen, SKN-1 inhibitor project, whole organism, uHTS, GFP/RFP fluorescence ratio, strain VP596; 360,000 compounds, 0.49% hits; inhibition, % at 21.8 µM; C. elegans VP596 Pgst-4::GFP/RFP ratio, 24 h;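 active = interference check ratio from 0.5 to 1.5 plus GFP to RFP signal ratio inhibition reaching or exceeding a fixed threshold, cut at about 30% in these data, passing the limit was not always enough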; also: some compounds called inactive have numbers as strong as hits
CSN deneddyl inh: inhibitors of CSN-mediated cullin deneddylation, primary screen, biochemical, fluorescence polarization, uHTS | COP9 signalosome complex subunit 5 (Homo sapiens), Q92905 | 360,000 compounds, 0.38% hits | inhibition, % at 12.5 µM | Purified CSN, SCF-Nedd8-OG deneddylation;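 active = pattern-corrected inhibition above about 35%, with an unprinted fluorescence ratio check between 0.5 and 1.5, limit read from the data, passing the limit was not always enough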;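 also: 0% = enzyme with substrate and 100% = substrate without enzyme; some results filed as inactive read as strong as hits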
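Assay system: purified human Csn5 enzyme expressed in HEK293T cells; measure: % inhibition; also added: SCFSkp2-Nedd8OG substrate at 10 nM final; technique: fluorescence polarization; times: reaction 90 min, room temperature; medium: Tris buffer pH 7.5, NaCl, DTT, Tween-20, trehalose, ovalbumin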
PABP1 MLLE inh: inhibitors of PABP1 MLLE–PAM2 peptide binding, primary screen, biochemical, fluorescence polarization, FITC-PAM2, GST-MLLE; Polyadenylate-binding protein 1 (Homo sapiens), P11940; inhibition, % at 20 µM; 360,000 compounds, 0.36% hits; in the data active = inhibition above about 35%, passing the limit was not always enough;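 also: plate controls were DMSO wells with GST-MLLE for no effect and wells lacking GST-MLLE protein for full effect; some results filed as inactive read as strong as hits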
MT1-MMP act inh: blockers of MT1-MMP proenzyme processing, primary screen, HT1080 RFP-PRO-GFP cells, GFP/RFP fluorescence. 360,000 compounds, 0.061% hits. AID 651647, 2012. GFP/RFP ratio fluorescence, overnight; percent of plate control window, DMSO zero. GFP/RFP ratio change, % at 20 µM. Matrix metalloproteinase-14 (Homo sapiens), P50281;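 active = GFP/RFP ratio change of at least 30% with cell ATP level not reduced by more than half and red fluorescence within 50% of control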; also: strong numbers were not always called active
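Material: RFP-PRO-GFP reporter HT1080 cells. Dosing: single-point 20 µM compound, 1% DMSO. Controls: DMSO and RFP-L50D-GFP cell wells. Timing: cells overnight before dosing, compound overnight, 37 °C, 5% CO2. Measure: GFP/RFP fluorescence ratio.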
Neddylation inh: inhibitors of cullin neddylation, primary screen, biochemical, TR-FRET, uHTS, NAE and Ubc12; calls only at 25 µM; 360,000 compounds, 0.58% hits; in the data active = inhibition above about 36%
Target sequence (P61081 whole entry, looked up): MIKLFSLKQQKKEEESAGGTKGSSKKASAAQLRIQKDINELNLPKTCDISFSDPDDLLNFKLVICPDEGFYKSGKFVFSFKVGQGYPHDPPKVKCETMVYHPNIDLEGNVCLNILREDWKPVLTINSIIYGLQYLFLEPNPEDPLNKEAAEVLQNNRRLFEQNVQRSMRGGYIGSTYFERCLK
Target sequence (Q13564 whole entry, looked up): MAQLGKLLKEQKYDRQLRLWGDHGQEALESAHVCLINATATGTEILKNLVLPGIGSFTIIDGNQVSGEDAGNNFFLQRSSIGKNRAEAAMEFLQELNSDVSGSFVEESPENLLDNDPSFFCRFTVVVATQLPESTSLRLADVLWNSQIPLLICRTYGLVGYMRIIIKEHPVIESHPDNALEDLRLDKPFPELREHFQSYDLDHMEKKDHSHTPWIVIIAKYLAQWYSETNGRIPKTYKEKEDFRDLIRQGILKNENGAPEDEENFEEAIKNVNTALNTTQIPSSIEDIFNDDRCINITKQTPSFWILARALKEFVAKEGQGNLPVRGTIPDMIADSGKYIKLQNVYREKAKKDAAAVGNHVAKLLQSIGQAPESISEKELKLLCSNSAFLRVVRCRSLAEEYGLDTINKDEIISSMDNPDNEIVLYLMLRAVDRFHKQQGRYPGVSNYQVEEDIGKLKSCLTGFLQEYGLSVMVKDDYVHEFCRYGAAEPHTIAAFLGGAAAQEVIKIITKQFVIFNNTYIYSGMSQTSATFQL
An asterisk follows results filed as active; i = inactive; · = not tested or not shown. Rows are unselected. About 3.9% of those tested had a hit in this group.

entry	SMILES	CSN deneddyl inh	Neddylation inh	PABP1 MLLE inh	MT1-MMP act inh	Rin1 Abl inh	SKN-1 inh	FAS-TE inh	Rpn11 block	NadD block
1	CC(C)c1cccc(C(C)C)c1NC(=O)COc1nncc2ccccc12	-2	i	-15	8	-2	11	-2	i	5
2	CC[C@@]1(C(=O)OC)N[C@H](CN(C)C(=O)COC)[C@@H]2C(=O)N(Cc3ccccc3)C(=O)[C@@H]21	-1	i	-8	2	-1	2	-6	i	-9
3	Cc1ccccc1NS(=O)(=O)c1csc(C(N)=O)c1	-2	i	4	-1	-2	18	0	i	-6
4	O=C(O)c1ccc2c(c1)S(=O)(=O)c1cc(N3CCN(c4ncccn4)CC3)ccc1C2=O	7	i	-27	-6	-5	-4	-6	i	-1
5	O=C(c1ccc2nc(Cc3ccccc3F)oc2c1)N1CCCC1	-7	i	8	-1	0	7	-6	i	-5
6	COc1cccc(-c2csc(N3CCN(C(=S)Nc4ccccc4Cl)CC3)n2)c1	-1	i	-43	-3	0	0	22	i	6
7	C#CCNC(=O)C1=C[C@@H](c2ccc3c(c2)OCO3)[C@H](CCCO)[C@@H](OCC)O1	-8	i	2	10	4	-5	-13	i	-3
8	Cc1cccc(/C=N/n2c(-c3ccco3)n[nH]c2=S)c1	2	i	-52	0	0	8	-4	i	2
9	COc1ccc(/C=C2\SC(=S)N(CC(=O)OCC(=O)Nc3cc(Cl)cc(Cl)c3)C2=O)cc1	7	i	8	-2	-2	5	-6	i	27
10	Cn1c(C(N)=O)cnc1Sc1ncc(C(F)(F)F)cc1Cl	-2	i	-4	1	3	-9	-3	i	0
11	Cn1c(N2CCCC2)nc2c1c(=O)[nH]c(=O)n2C	1	i	13	0	2	4	-3	i	4
12	CCOc1nc(-c2ccc(OC)cc2)ccc1-c1noc(C)n1	-6	i	-8	1	-1	-4	21	i	-11
13	COc1cc(Cl)c(C)cc1NC(=O)c1ccccc1NC(=O)CN1CCN(C(C)=O)CC1	-2	i	-6	1	1	5	-6	i	1
14	CN(/C(=N\S(=O)(=O)c1ccccc1)C(F)(F)F)c1ccccc1	-2	i	-2	-1	-2	13	-6	i	6
15	CN(C)c1ccc(S(=O)(=O)c2ccc(Cl)cc2)cc1	0	·	2	1	0	-13	8	i	0
16	CCC(CC)C(=O)N(C)c1c(C)nc2c(OCc3cccc(OC)c3)cccn12	4	i	-1	-3	2	13	-2	i	2
17	Cc1nc(N(C)C)c2sc(=S)n(-c3ccccc3)c2n1	1	i	9	6	-1	4	-3	i	0
18	COc1ccc(-c2csc(Cc3nnc(N4CCOCC4)n3-c3ccccc3)n2)cc1OC	-4	i	4	-15	-2	2	-5	i	7
19	COc1cc(Cl)cc(C2NC(=S)NC(c3ccccc3)=C2C(C)=O)c1OCC(=O)O (stereo not given)	-1	i	-123	3	1	7	-3	i	-3
20	CC1(C(=O)N/N=C/c2ccc3c(c2)OCO3)CC1(Br)Br (stereo not given)	3	i	11	0	2	19	-2	i	-6

An excerpt from above, showing only Rin1 Abl inh and MT1-MMP act inh.
No.	SMILES	Rin1 Abl inh	MT1-MMP act inh
17	Cc1nc(N(C)C)c2sc(=S)n(-c3ccccc3)c2n1	-1	6
18	COc1ccc(-c2csc(Cc3nnc(N4CCOCC4)n3-c3ccccc3)n2)cc1OC	-2	-15
19	COc1cc(Cl)cc(C2NC(=S)NC(c3ccccc3)=C2C(C)=O)c1OCC(=O)O (stereo not given)	1	3

Returning to the listing with the three entries that preceded the break.
entry	SMILES	CSN deneddyl inh	Neddylation inh	PABP1 MLLE inh	MT1-MMP act inh	Rin1 Abl inh	SKN-1 inh	FAS-TE inh	Rpn11 block	NadD block
18	COc1ccc(-c2csc(Cc3nnc(N4CCOCC4)n3-c3ccccc3)n2)cc1OC	-4	i	4	-15	-2	2	-5	i	7
19	COc1cc(Cl)cc(C2NC(=S)NC(c3ccccc3)=C2C(C)=O)c1OCC(=O)O (stereo not given)	-1	i	-123	3	1	7	-3	i	-3
20	CC1(C(=O)N/N=C/c2ccc3c(c2)OCO3)CC1(Br)Br (stereo not given)	3	i	11	0	2	19	-2	i	-6
21	O=C(Nc1ccc(S(=O)(=O)N2CCCCC2)cc1)C1CC(=O)N(c2ccc(Cl)cc2)C1 (stereo not given)	8	i	-7	2	4	-4	15	i	-6
22	CN1C(=S)SC(/[N+]([O-])=C/c2c(F)cccc2Cl)C1(C)C (stereo not given)	2	i	14	2	1	9	-3	i	-1
23	O=S(=O)(c1ccc(NC(=S)Nc2ccc3c(c2)OCO3)cc1)N1CCOCC1	-19	i	22	-10	-2	9	-4	i	-1
24	Cc1cccc(NC(=O)c2nc[nH]c2C(=O)N[C@H](C)c2ccccc2)c1	-2	i	-10	0	-1	14	23	i	2
25	COc1ccc(C(=O)NCC(=O)NCC(=O)OCC(=O)c2ccc(Br)cc2)cc1	-1	i	-4	1	-1	-6	-5	i	8
26	Cc1ccc(NC(=O)CN(C)S(=O)(=O)c2cccc3cccnc23)cc1	-4	i	17	-2	0	-7	-1	i	2
27	COc1ccc(Cn2cnc3c([N+](=O)[O-])c(C)c(C)cc32)cc1	1	i	0	5	-1	-15	10	i	-1
28	COc1ccc(-n2c(SCC(=O)Nc3ccccc3)nc(O)cc2=O)cc1	1	i	22	8	-4	2	-4	i	5
29	COCCCn1c(C(=O)Nc2ccc3c(c2)OCO3)cc2c(=O)n3ccccc3nc21	-2	·	-4	-3	0	-9	-2	i	-12
30	Cc1ccc(S(=O)(=O)CCC(=O)Nc2ccccc2C)cc1	1	i	14	-3	2	-1	-5	i	2
31	COc1ccc(OC)c(NC(=O)COC(=O)c2ccc(-n3cnnn3)cc2)c1	-5	i	-7	3	2	10	-2	i	3
32	O=C(N/N=C/c1ccc([N+](=O)[O-])cc1)c1cc2ccccc2o1	5	i	12	5	1	-2	1	i	1
33	C[C@@H](NC(=O)c1nc[nH]c1C(=O)NCCCCCNC(=O)OC(C)(C)C)c1ccccc1	-2	i	-8	-6	1	18	-2	i	8
34	O=C(COC(=O)c1cc[n+]([O-])cc1)Nc1cccc(Br)c1	2	i	-10	1	3	5	-2	i	-2
35	CN(C)CCCNc1nc2cc(-c3ccccc3)sc2c(=O)n1C	4	i	-2	-1	-3	10	-2	i	0
36	O=C(Cn1cc(C(F)(F)F)cc(Cl)c1=O)NC1CCS(=O)(=O)C1 (stereo not given)	1	i	-23	0	5	3	-8	i	-2
37	O=C(NCc1ccccn1)Nc1cc(Cl)ccc1Cl	2	i	6	0	0	12	-6	i	1
38	O=C1C=C(Nc2ccc(O)cc2)CC(c2ccco2)C1 (stereo not given)	-5	i	5	10	-1	17	-4	i	6
39	CCn1c(C(C)NC(=O)c2cccs2)n[nH]c1=S (stereo not given)	0	i	-15	-4	0	1	-4	i	-2
40	CCOc1ccc(-n2c(=S)sc3c(=O)[nH]c(SCC(=O)N4CCC(C)CC4)nc32)cc1	-1	i	9	-5	0	-1	45	i	21

Entries by screen from above:
Entries 25 to 32 in MT1-MMP act inh: 1, -2, 5, 8, -3, -3, 3, 5

Carrying on:
entry	SMILES	CSN deneddyl inh	Neddylation inh	PABP1 MLLE inh	MT1-MMP act inh	Rin1 Abl inh	SKN-1 inh	FAS-TE inh	Rpn11 block	NadD block
41	CC(C)(C)C1COc2ccccc2N1C(=O)c1ccccc1Cl (stereo not given)	-3	i	4	-2	1	6	23	i	-2
42	Cn1cc(CN(Cc2ccccc2)C[C@@H]2CCC(=O)N2)c(-c2ccccc2F)n1	2	i	10	0	3	6	-4	i	-5
43	Cc1ccc(N2CC(C(=O)Nc3ccc(S(=O)(=O)NCC4CCCO4)cc3)CC2=O)cc1 (stereo not given)	-3	i	-16	2	1	10	-1	i	2
44	C/C(=N\n1c(C)cc(C)c(C#N)c1=O)c1cccs1	2	i	-4	-2	-1	11	-2	i	4
45	O=C(O)c1ccccc1NS(=O)(=O)c1cccc(N=Nc2c(O)[nH]c(=S)[nH]c2=O)c1	0	i	38	6	1	7	4	i	-4
46	CCOC(=O)N1CCN(c2cc(=O)n(-c3ccc(OCC)cc3)c(=O)[nH]2)CC1	1	i	11	3	-2	-8	-6	i	-5
47	O=C1/C(=C/c2cccc([N+](=O)[O-])c2)Oc2cc(O)ccc21	1	i	-37	-12	1	-20	6	i	-4
48	O=C(Nc1ccc(F)cc1)c1ccc(S(=O)(=O)NCc2cccnc2)cc1	2	i	-4	3	-1	11	-2	i	-1
49	COc1ccc(Br)cc1CN(C)CC(=O)Nc1cc([N+](=O)[O-])ccc1OC	1	i	2	5	-1	17	42	i	-2
50	CC(C)c1ccc(/C=C/C2=NNC(=O)CC2)cc1	-10	i	10	-15	1	5	4	i	1
51	Fc1cccc(/C=N/Nc2ccc3ccccc3n2)c1	-2	i	-12	1	4	13	10	i	-2
52	CN(C(=O)c1ccc(S(=O)(=O)N2CCCCC2)cc1)C1CCS(=O)(=O)C1 (stereo not given)	-3	i	-1	3	0	16	-4	i	0
53	COc1ccc(-c2nnc(OC)c3ccccc23)cc1	-5	i	-1	-1	0	3	2	i	-7
